Compound activity deposited in PubChem by National Center for Advancing Translational Sciences (NCATS).
PKM2 activator – qHTS Assay for Activators of Human Muscle isoform 2 Pyruvate Kinase; Potency, µM (titrated, usually from 57.5 µM), inactives show at the top dose activation, hits mostly activators; 260,000 tested, 0.34% active; Pyruvate kinase PKM (Homo sapiens), P14618; AID 1631, 2009; purified PKM2, Kinase-Glo ATP luminescence, activation; response scale: 0% is enzyme alone, no compound; also: potency is read from the fitted curve at half-maximal effect; % is scaled to controls: 0 for no effect and ±100 for the full control effect; nearly all actives have a fitted effect of over 55% in size
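Purified hPK-M2 (>95% pure) converted ADP (0.1 mM final) to ATP with 0.5 mM PEP in 50 mM imidazole pH7.2, KCl, MgCl2, Tween 20, BSA; 1 h at room temperature. ATP detected by Kinase-Glo luminescence.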
KCNH2 WT inh – qHTS for Inhibitors of KCHN2 3.1: Wildtype qHTS; activity change, % at 1.84 µM; U2OS, BacMam KCNH2, thallium flux FluxOr; stronger effect = lower value; 340,000 tested, 0.37% active;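 active = maximum activity change below -70%; inconclusive = maximum activity change between -70% and -50%; inactive = maximum activity change above -50%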; also: % is scaled to controls: 0 for no effect and ±100 for the full control effect
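U2OS cells transduced with wild-type KCNH2 virus are loaded with FluxOr dye for 45 min, and thallium flux is measured in kinetic reads before and after stimulation buffer. Rate constants are normalized to DMSO controls.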
Giardia kill – Small Molecules that selectively kill Giardia lamblia: qHTS; Giardia lamblia trophozoite viability; activity change, % at 7.66 µM, hits read low; 340,000 tested, 0.15% active; AID 540267, 2011; in the data active = activity change below about -80%; inconclusive = between about -30% and that limit;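 also: parasites exposed to compound for two days anaerobically before the ATP read; % is scaled to controls: 0 for no effect and ±100 for the full control effect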
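Luminescence from cellular ATP indicates surviving trophozoites (100 cells/well) following 48 hrs anaerobic compound treatment at 37 deg C; signal develops 15-30 min at room temperature.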
FBPA coupling cs – qHTS Assay for Inhibitors of Fructose-1,6-bisphosphate Aldolase from Giardia Lamblia: Coupling assay counterscreen; activity change, negative = inhibition, % at 58.2 µM, hits read low; 290,000 tested, 0.67% active; coupling enzyme system counterscreen, AmpLite Red fluorescence; in the data active = activity change below about -30%; also: % is scaled to controls: 0 for no effect and ±100 for the full control effect
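Activity here indicates interference with the coupling reaction, not aldolase inhibition. Compounds at 57.5 uM final met coupling enzymes for 10 min at RT; substrate and AmpLite Red detection followed, with a 525/598 nm fluorescence read after 20 min.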
GALK inhibitor – qHTS Assay for Inhibitors of Human Galactokinase (GALK); Purified GALK, Kinase-Glo residual ATP luminescence; Potency, µM (top dose mostly 57.5 µM), inactives show at the highest dose activity change, negative = inhibition, usual class: inhibitors; 270,000 tested, 0.007% active; also: potency is read from the fitted curve at half-maximal effect; % is scaled to controls: 0 for no effect and ±100 for the full control effect
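The enzyme phosphorylates galactose (100 uM) using ATP (35 uM); inhibition is detected as higher residual ATP, quantified by bioluminescence after 1 h reaction at room temperature, pH 8.0.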
MLL CXXC-DNA inh – qHTS Fluorescence Polarization Assay for Inhibitors of MLL CXXC domain - DNA interaction. Histone-lysine N-methyltransferase 2A (Homo sapiens), Q03164. Potency, µM (top dose mostly 115 µM), inactives show top-dose activity change, negative = inhibition, most hits filed as inhibitors. 290,000 tested, 0.037% active. MLL-CXXC / FITC-HOXA9 DNA fluorescence polarization. AID 2662, 2010; active = well fitted inhibition curve with a large enough effect in the polarisation, with a control signal flat, not every such curve was filed as active; inconclusive = small, poorly fitted or top-dose-only effect, or effect the other way, or a change in a side signal; inactive = no such curve, though single readings can be large or run the other way; the % refers to the polarisation; also: potency is read from the fitted curve at half-maximal effect
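Steps: dispense CXXC domain solution (7 uM) → pin compounds or unlabeled HOX-A9 DNA control → 5 min ambient → add FLSN-HOX-A9 solution (50 nM) → spin → 30 min ambient → fluorescence polarization. Tris pH 7.5/NaCl/DTT/BSA buffer.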
B2AR arrestin – qHTS assay of beta-arrestin-biased ligands of beta2-adrenergic receptor; Beta-2 adrenergic receptor (Homo sapiens), P07550; beta-arrestin recruitment to beta2AR, cell-based reporter; Potency, µM (top dose mostly 46.1 µM), inactives show at the top dose activation, hits mostly activators; 330,000 tested, 0.02% active; AID 492947, 2010;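 also: potency is read from the fitted curve at half-maximal effect; 0% = DMSO controls and full agonism = EC100 isoproterenol or metaproterenol; nearly all actives have a fitted effect of over 65% in size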
Target sequence (P07550 whole entry, looked up): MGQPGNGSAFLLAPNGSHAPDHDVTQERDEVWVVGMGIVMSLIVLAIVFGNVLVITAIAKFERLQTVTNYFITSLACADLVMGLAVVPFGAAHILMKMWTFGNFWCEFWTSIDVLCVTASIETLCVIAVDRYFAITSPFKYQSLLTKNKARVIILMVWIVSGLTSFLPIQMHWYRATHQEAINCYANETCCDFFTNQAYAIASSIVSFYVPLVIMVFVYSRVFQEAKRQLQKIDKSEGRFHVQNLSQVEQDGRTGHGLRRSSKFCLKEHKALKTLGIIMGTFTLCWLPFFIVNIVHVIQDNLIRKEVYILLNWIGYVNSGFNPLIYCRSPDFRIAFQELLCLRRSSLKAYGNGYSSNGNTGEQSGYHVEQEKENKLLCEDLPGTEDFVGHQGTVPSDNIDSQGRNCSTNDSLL
Menin-MLL TR inh – qHTS Assay for Inhibitors Targeting the Menin-MLL Interaction in MLL Related Leukemias: Competition With Texas Red Labeled MLL-derived Mutant Peptide | O00255 | Menin + Texas Red MLL mutant peptide, fluorescence polarization | Potency, µM (titrated, usually from 61.6 µM), for inactives: at the top dose FP activity change, negative = inhibition, most hits filed as inhibitors | 270,000 tested, 0.23% active; active = well fitted inhibition curve with a large enough effect in the polarisation, with a control signal flat, not every such curve was filed as active; inconclusive = small, poorly fitted or top-dose-only effect, or effect the other way, or a change in a side signal; inactive = no such curve, though single readings can be large or run the other way; the % refers to the polarisation; also: potency is read from the fitted curve at half-maximal effect; % of control where 0% means no effect; many of its hits are not listed in these tables
Target sequence (O00255 whole entry, looked up): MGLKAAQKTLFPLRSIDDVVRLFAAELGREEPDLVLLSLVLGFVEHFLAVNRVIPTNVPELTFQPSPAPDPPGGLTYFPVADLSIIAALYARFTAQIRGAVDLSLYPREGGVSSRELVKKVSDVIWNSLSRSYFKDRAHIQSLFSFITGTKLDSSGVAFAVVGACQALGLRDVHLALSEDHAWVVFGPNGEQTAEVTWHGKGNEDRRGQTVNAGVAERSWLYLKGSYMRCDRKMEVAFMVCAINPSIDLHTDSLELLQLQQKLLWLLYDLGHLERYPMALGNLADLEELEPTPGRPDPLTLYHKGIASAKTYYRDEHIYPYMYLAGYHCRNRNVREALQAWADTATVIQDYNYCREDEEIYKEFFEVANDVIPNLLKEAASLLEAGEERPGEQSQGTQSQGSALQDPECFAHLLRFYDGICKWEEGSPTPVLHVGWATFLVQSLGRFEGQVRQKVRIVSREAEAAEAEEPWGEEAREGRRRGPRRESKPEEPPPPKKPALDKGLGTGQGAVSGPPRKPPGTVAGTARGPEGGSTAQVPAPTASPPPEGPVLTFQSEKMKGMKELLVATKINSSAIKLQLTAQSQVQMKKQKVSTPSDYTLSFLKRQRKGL
USP2a inh – qHTS Assay for Inhibitors of Ubiquitin-specific Protease USP2a Using CHOP2 as the Reporter. Potency, µM (doses to about 38.3 µM), without a hit: at the highest dose activity change, negative = inhibition, actives largely listed as inhibitors. Ubiquitin carboxyl-terminal hydrolase 2 (Homo sapiens), O75604. USP2 core, Ub-CHOP2 coupled fluorogenic reporter, 485/531. 330,000 tested, 0.01% active;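 also: potency is read from the fitted curve at half-maximal effect; plate controls were DMSO wells for no effect and full inhibition by NEM control for full effect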
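Cell-free coupled assay: 10nM USP2 core preincubated 30min RT with compound in Tris-HCl pH 8.0/CaCl2/CHAPS buffer, then 25nM Ub-CHOP2 and 25nM reporter substrate; fluorescence (Ex 485/Em 531) read after 60min RT, normalized to NEM inhibition, concentration-response curves fitted.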
KCNH2 3.1 block – qHTS for Inhibitors of KCHN2 3.1: Mutant qHTS; Potassium voltage-gated channel subfamily H member 2, brain isoform KCNH2 3.1 (human); U2OS KCNH2 3.1, thallium flux FluxOr; stronger effect = lower value; activity change, % (tested at about 1.8 µM); 340,000 tested, 0.95% active; AID 720553, 2013;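 active = maximum activity change below -70%; inconclusive = maximum activity change from -70% to -50%; inactive = maximum activity change above -50%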;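 also: thallium influx rate constant from kinetic fluorescence after stimulation buffer; % is scaled to controls: 0 for no effect and ±100 for the full control effect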
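We transduce U2OS cells with the mutant 3.1 virus, culture them overnight, load FluxOr with Red40 quencher for 45 min, then add stimulation buffer and read kinetically for 2 min to derive a normalized rate constant.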
TRPV1 agonist – HTS Assay for Compounds that Act as Agonists of the Vanilloid Receptor 1; Transient receptor potential cation channel subfamily V member 1 (Homo sapiens), Q8NER1; TRPV1-expressing cells, Fluo-8 calcium influx, agonist mode; activation, % at 8.33 µM; 320,000 tested, 0.19% active; in the data active = activation above about 80%; inconclusive = between about 30% and that limit; also: 0% is about no effect
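Fluo-8 calcium influx in TRPV1-expressing cells, kinetic read (ex 480/em 520 nm). Compound added and read 3 min for agonist activity, followed by capsaicin at EC20 final and 2 min further read for enhancement.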
* = called active by the depositor; u = inconclusive; x = no result given; [ ] = dose if it differs, or a comment. Unless noted, calls follow the shape of the dose curve; as a rule, active = well fitted curve in the direction sought with a large enough effect; inconclusive = small, poorly fitted or top-dose-only effect, or another doubt; inactive = no such curve, though single readings can be large; an effect the other way counts as inactive or inconclusive. This is a subset; the hit share may differ from the screen's.

SMILES	PKM2 activator	KCNH2 WT inh	Giardia kill	FBPA coupling cs	GALK inhibitor	MLL CXXC-DNA inh	B2AR arrestin	Menin-MLL TR inh	USP2a inh	KCNH2 3.1 block	TRPV1 agonist
COc1ccc(-c2nnn(CC(=O)N(C3CCCCC3)C(C)C(=O)NC3CCCC3)n2)cc1OC (stereo unspecified)	1%	12	9	0	1%	2%	0.0%	-9%	1%	8	9
CC(=O)Oc1ccc(C(=O)Nc2cccc(NC(=O)c3ccco3)c2)cc1	x	14	1	0	11%	20%	-0.1%	38%[activator]	6%	-19	1
CCNC(=O)CN(c1ccc(Oc2ccccc2)cc1)S(=O)(=O)c1ccccc1	16%	-12	-30	x	-7%	12%	-0.5%	x	-3%	16	10
Cc1ccc2nc(NC(=O)c3ccc4c(c3)OCO4)sc2c1	-5%	-13	-22	0	2%	16%	-0.4%	-26%	-4%	7	82*
CC(=O)c1c(C)[nH]c(C(=O)OCCOc2ccccc2)c1C	1%	5	-20	3	-1%	-11%	0.3%	-18%	8%	1	0
Cc1cccc(C(=O)Nc2ccc(Oc3cnccn3)cc2)c1	x	9	10	-6	1%	-16%	-0.2%	-2%	1%	8	24
CC(C)(C)c1ccc(C(=O)NCC(=O)OCC(=O)Nc2nc(-c3ccc(F)cc3)cs2)cc1	-3%	-9	-19	-2	-2%	17%	-0.7%	-17%	2%	-7	2
COc1ccc(F)cc1S(=O)(=O)N1CCC(C(N)=O)CC1	-2%	17	2	3	-1%	0%	-0.1%	16%	-10%	-3	-2
CSc1ccccc1NS(=O)(=O)c1cccc2nonc12	x	-16	6	x	-2%	41%[activator]	0.5%	x	4%	-7	1
COc1ccc(Nc2nc(Nc3ccc(OC)cc3)nc(-n3[nH]c(=O)c(C)c3C)n2)cc1	-6%	-2	17	1	1%	-7%	0.2%	u	-5%	-21	0
COC(=O)c1ccc(-c2nc3ccccc3o2)cc1	4%	x	x	0	10%	4%	-0.9%	7%	2%	x	-1
O=C(CCc1ccccc1)Nc1cccc(S(=O)(=O)N2CCOCC2)c1	x	-20	6	x	x	x	-0.3%	x	1%	-5	x
Cc1nnc(SCC(=O)Nc2nnc(-c3ccccc3)o2)s1	x	18	-8	x	x	x	-0.1%	x	4%	4	0
CCCC1CCC(=NNC(=O)CNc2ccc(OC)cc2)CC1 (stereo unspecified)	-7%	2	-11	1	0%	-1%	0.9%	2%	1%	1	-6
CCOc1ccc(-c2nc(C#N)c(N3CCN(CC)CC3)o2)cc1	-8%	-2	19	1	2%	-13%	-0.1%	6%	0%	3	20
O=C(NC(=S)Nc1cccc(NC(=O)c2ccc(Cl)cc2Cl)c1)c1cccs1	-1%	1	-8	1	2%	6%	-0.4%	u	4%	3	2
CC(=O)Nc1ccc(NC(=O)CSc2nnnn2C2CCCCC2)cc1	x	6	15	x	x	x	-0.4%	x	0%	0	0
O=C(CN1C(=O)c2ccccc2S1(=O)=O)N1CCc2ccccc2C1	0%	-1	-23	-2	0%	1%	x	-1%	x	-24	-1
Cc1cc(C)c(-c2cc(C(F)(F)F)no2)c(=O)[nH]1	-1%	-6	1	3	0%	12%	-0.5%	39%[activator]	-2%	-21	1
O=C1NC[C@@H](Cc2cccc3ccccc23)N(CC2CCCCC2)C1=O	5%	2	-15	2	-2%	-14%	-0.6%	x	4%	1	0
Clc1ncnc2scc(C3COc4ccccc4O3)c12 (stereo unspecified)	-2%	-22	12	0	-7%	-3%	0.0%	12%	2%	3	u
CCCc1cc(C(=O)N2CCN(c3ccccc3C)CC2)cs1	1%	4	-3	-2	-5%	3%	0.0%	-21%	0%	-11	u
O=C(NC1CC(=O)N(c2ccc(F)cc2)C1)N1CCN(C(=O)c2ccco2)CC1 (stereo unspecified)	x	15	12	x	x	x	-2.1%	x	0%	-31	-3
CC(=O)Oc1ccc(C(=O)Nc2ccccc2C(=O)N2CCCC2)cc1	-2%	-14	12	1	-3%	31%[activator]	-0.3%	-12%	-2%	-11	9
CCOC(=O)Cc1csc(SCC(=O)c2c(N)n(CC(C)C)c(=O)n(C)c2=O)n1	-3%	-10	-6	0	5%	-5%	0.1%	-2%	0%	-15	3
CC(C)(C)C(=O)[C@@H]1[C@@H]2C(=O)N(C3CCCCC3)C(=O)[C@@H]2[C@H]2c3ccccc3C=CN12	8%	-3	32[activator]	-24	0%	-2%	0.2%	-21%	-8%	0	28
O=C(CSc1nnc(NC(=O)c2ccco2)s1)NC1CCCCC1	3%	10	-15	4	0%	10%	0.6%	-2%	2%	-9	-1
CCNS(=O)(=O)c1ccc(CCC(=O)Nc2cc(Cl)ccc2Oc2ccccc2)cc1	0%	9	8	-1	-4%	7%	0.2%	9%	4%	-33	-3
O=C(Nc1ccc(Cl)cc1)Nc1cnccn1	-9%	-1	0	-2	4%	-3%	-0.5%	9%	1%	31	11
CCOC(=O)Cn1c(S(=O)(=O)Cc2ccccc2Cl)nc(-c2ccccc2)c1-c1ccccc1	9%	-2	-11	-1	1%	5%	-0.1%	17%	-7%	-9	22
Cc1cccc(NC(=O)COC(=O)CC2CCCC2)c1C	x	-7	-26	x	x	x	0.3%	x	2%	-15	29
O=C(CN1C(=O)C(=O)N(C2CCCC2)C1=O)Nc1ccc(OC(F)F)cc1	x	0	6	x	x	x	-0.7%	x	3%	-1	0
O=C(NCC1CCCN(C(=O)c2cscn2)C1)c1ccccc1Cl (stereo unspecified)	-1%	1	4	3	0%	0%	0.1%	-11%	0%	2	2
COc1ccc(CNC(=O)CN(C(=O)c2cc3sccc3n2C)C2CCCC2)cc1	0%	7	0	1	0%	-5%	-0.2%	9%	0%	2	14
CCCCNc1c(-c2ccc(OC)c(Sc3ccc(OC)cc3)c2)nc2ccc(Cl)cn12	x	-16	40[activator]	x	x	x	0.8%	x	4%	-23	x
COc1ccc(C2=NCCn3nc4cc([N+](=O)[O-])ccc4c32)cc1	x	3	-7	x	x	x	0.3%	x	2%	-9	16
CC1CC(C)CN(C(=O)COC(=O)CCCN2C(=O)c3cccc4cccc(c34)C2=O)C1 (stereo unspecified)	3%	-8	0	x	-2%	-3%	0.1%	x	-8%	-6	2
CCOc1ccc(C(=O)NC(=S)Nc2ccccc2N2CCOCC2)cc1Br	-7%	-5	8	-4	1%	12%	0.2%	-22%	3%	1	10
COc1cc2c(cc1OC)CN(CC(=O)Nc1ccc(C)c(C)c1)CC2	x	9	18	-1	2%	31%[activator]	-0.1%	u	-3%	21	4
CCCS(=O)(=O)C(=C(Nc1ccccc1)Nc1ccccc1)S(=O)(=O)CCC	-13%	-3	-11	2	-4%	-2%	-0.1%	x	1%	11	18
COc1ccc(OC)c(NC(=O)CSc2nnc(CNC(=O)c3ccco3)o2)c1	-9%	-2	11	-3	0%	-1%	0.0%	1%	3%	8	3
CN(C)S(=O)(=O)c1cccc(C(=O)c2nccn2C)c1	6%	5	-4	-4	0%	4%	0.2%	-14%	-8%	8	-3
C=CCn1c(SCC(=O)NCc2ccccc2)nnc1-c1cc(Br)ccc1O	-2%	u	9	4	-2%	10%	-0.1%	-3%	4%	-10	-1
CCC(C)(C)NC(=O)Cc1ccc(Cl)cc1	-8%	5	-10	-9	1%	-9%	-0.3%	-1%	3%	-10	-3
Cc1cc(C)c(C)c(S(=O)(=O)N2CCC(C(=O)Nc3ccccc3N3CCOCC3)CC2)c1C	13%	-4	-9	2	0%	9%	0.0%	u	0%	-2	2
O=C(Nc1ncc(Cc2cccc(Cl)c2)s1)C1=NCCN1	4%	0	14	x	0%	36%[activator]	-0.3%	21%	-1%	-28	4
N=c1n(CC(=O)c2cccc([N+](=O)[O-])c2)c2ccccc2n1Cc1ccccc1	2%	-4	6	1	0%	31%[activator]	0.0%	-3%	0%	-47	3
Cc1cccc(N2CCN(C(=O)Cc3ccc(-n4c(=O)[nH]c5ccsc5c4=O)cc3)CC2C)c1 (stereo unspecified)	1%	-3	4	5	0%	-7%	-0.2%	0%	2%	11	-2
